# Myeloid diff 2: compounds promoting myeloid differentiation; calls only at 10 µM; ER-HoxA9 myeloid progenitors, lysozyme-GFP differentiation, flow cytometry; AID 624256; hit rate 1% among 360,000;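 active means normalized GFP-positive differentiation at or above the plate's own cutoff, the solvent-only control mean plus 3 SD; inconclusive means no clear call, values can overlap the other calls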;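 further: cells exposed to compound for four days before flow analysis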
# Myeloid diff 2 GFP+ MAC1+ %: second read-out of Myeloid diff 2, no call of its own (marks repeat the call); GFP+ MAC1+ double positive, %; measured here: differentiation confirmed by MAC1 staining
# Active calls of the source: *; i = inactive; u = inconclusive; x = not tested or not shown.
No.	SMILES	Myeloid diff 2 GFP+ MAC1+ %	Myeloid diff 2
1	CSCc1c(C(=O)Nc2ccccc2N2CCOCC2)oc2ccccc12	0.9	i
2	COc1ccc(-c2csc(C(C)(O)c3ccc(F)c(F)c3)n2)cn1 (configuration not stated)	1.3	i
3	CC1(c2nnnn2Cc2ccccc2)CCC(=O)N1CCCN1CCOCC1 (configuration not stated)	1.0	i
4	CC1=C(C(=O)N2CCCCCC2)CC(CC(=O)NCCCCc2ccccc2)C(=O)N1CCC1=CCCCC1 (configuration not stated)	4.4	i
5	CN(CC(=O)Nc1cccc(F)c1)CC(=O)Nc1cccc(S(=O)(=O)N(C)c2ccccc2)c1	0.2	i
6	Cc1nn(-c2ccccc2)c(C)c1NC(=O)COC(=O)c1ccc(Cl)c(S(N)(=O)=O)c1	0.7	i
7	CC(OC(=O)COc1ccccc1Cc1ccccc1)C(=O)N(C)c1ccccc1 (configuration not stated)	0.4	i
8	O=C(Cc1cccc2ccccc12)Nc1ccccc1	0.4	i
9	CCc1nc2c(OCCOc3ccccc3)cccn2c1N(C)C(=O)c1ccc(OC)cc1	0.8	i
10	COc1ccc(Cn2c(C)nc3c(c2=O)c2nc4ccccc4nc2n3Cc2ccco2)cc1	2.8	i
11	COCCN1C(=O)N[C@@H](c2cccc(C(F)(F)F)c2)[C@@H](C(=O)OC)[C@H]1C	2.0	i
12	CCOC(=O)c1c(NC(=O)COC(=O)Cc2ccccc2[N+](=O)[O-])sc(C(=O)N(C)C)c1C	1.2	i
13	OC1c2c(F)cccc2N=C2CCCCCN21 (configuration not stated)	1.2	i
14	CC(C)Oc1ccc(S(=O)(=O)N2CCCCC2)cc1NC(=O)CN1C(=O)NC2(CCCC2)C1=O	1.1	i
15	CCCCNC(=O)c1nc(-c2cnccn2)oc1-c1ccc(Cl)cc1	1.5	i

# Retrieved by compound from above (seven):
No.	SMILES	Myeloid diff 2 GFP+ MAC1+ %	Myeloid diff 2
11	COCCN1C(=O)N[C@@H](c2cccc(C(F)(F)F)c2)[C@@H](C(=O)OC)[C@H]1C	2.0	i
8	O=C(Cc1cccc2ccccc12)Nc1ccccc1	0.4	i
12	CCOC(=O)c1c(NC(=O)COC(=O)Cc2ccccc2[N+](=O)[O-])sc(C(=O)N(C)C)c1C	1.2	i
3	CC1(c2nnnn2Cc2ccccc2)CCC(=O)N1CCCN1CCOCC1 (configuration not stated)	1.0	i
9	CCc1nc2c(OCCOc3ccccc3)cccn2c1N(C)C(=O)c1ccc(OC)cc1	0.8	i
7	CC(OC(=O)COc1ccccc1Cc1ccccc1)C(=O)N(C)c1ccccc1 (configuration not stated)	0.4	i
13	OC1c2c(F)cccc2N=C2CCCCCN21 (configuration not stated)	1.2	i

# Further results:
No.	SMILES	Myeloid diff 2 GFP+ MAC1+ %	Myeloid diff 2
16	O=C(CSc1ccc(F)cc1)Nc1cccc(S(=O)(=O)N2CCOCC2)c1	0.6	i
17	CC1(C(=O)Nc2cccc3c2CCCC3)CCN1C(=O)CCc1ccc(Cl)cc1Cl (configuration not stated)	0.5	i
18	CC(=O)Nc1ccc(N2CCOCC2)c(S(=O)(=O)Nc2ccccc2Cl)c1	0.9	i
19	C[C@H]1CN([C@@H](C)CO)C(=O)CCCn2nncc2CO[C@@H]1CN(C)Cc1cccc(C(F)(F)F)c1	0.2	i
20	Cc1cc(C)c(C)c(S(=O)(=O)N2CCN(C(=O)c3ccccc3OCc3c(C)noc3C)CC2)c1C	0.8	i
21	CCCn1c(SCC(=O)c2cc(C)n(C3CC3)c2C)n[nH]c1=O	0.8	i
22	CCN(CC(=O)Nc1ccc(NC(C)=O)cc1)C(=O)/C=C/c1ccc2c(c1)OCO2	1.6	i
23	Cc1cc(C)cc(NC(=O)COC(=O)COc2ccc(N(C)S(=O)(=O)c3cccs3)cc2)c1	0.3	i
24	COc1ccc2c(c1)OC[C@H]1[C@H]2N2C(=O)CN(CCc3c[nH]c4ccccc34)C(=O)[C@@]2(C)[C@H]1c1ccccc1	1.6	i
25	COc1cccc(-c2cnc3c(NC(C)=O)cc(-c4ccccc4OC)cn23)c1	0.0	i
26	c1ccc(-c2cncnc2)cc1	1.4	i
27	Cc1cc(OCC(=O)OCC(=O)N(C)Cc2ccccc2C)ccc1Cl	0.6	i
28	COc1ccc(S(=O)(=O)Nc2c(C)nn(C)c2C)cc1Br	1.1	i
29	COc1ccc(CN2C(=O)CN(S(C)(=O)=O)CC2(C)C(=O)Nc2c(C)cccc2C)cc1OC (configuration not stated)	2.8	i
30	CCCCOP(=O)(OCCCC)C1(C)CC(=O)CC(C)(C)C1 (configuration not stated)	1.7	i
31	NC(Cc1ccc(C(F)(F)F)cc1)c1csc(NC(=O)Nc2ccccc2Cl)n1 (configuration not stated)	0.6	i
32	C=C1CC(Cn2cc(Br)c(=O)[nH]c2=O)(c2ccc(-c3ccccc3)cc2)OC1=O (configuration not stated)	x	u
33	O=C1CCC(C(=O)OCc2nnc(-c3ccccc3)o2)=NN1	0.4	i
34	C[C@@H]1CN([C@H](C)CO)S(=O)(=O)c2ccc(Br)cc2O[C@H]1CN(C)C(=O)C1CC1	2.4	i
35	CN(C(=O)c1ccc(NC(=O)Cc2cccc(NC(=O)C3CCN(C(=O)C4CCCC4)CC3)c2)cc1)C1CCCC1	0.9	i
36	COc1ccccc1CNc1nc(NCCN2CCNC2=O)c2sccc2n1	1.2	i
37	CC(=O)Nc1cnc(-c2cc(C)c(O)c(C)c2)cn1	0.9	i
38	O=C(COC(=O)CNC(=O)c1ccco1)Nc1ncc(Cl)cc1Cl	1.2	i
39	COc1ccccc1C(=O)COC(=O)c1cccc(-n2cnnn2)c1	0.2	i
40	CC(C)(C)OC(=O)N(CCc1ccccc1)Cc1ccc(OCc2cccc(NC(=O)/C=C/c3ccccc3)c2)cc1	2.8	i
41	CCCCN1C[C@H](c2ccc(OC)cc2)[C@@H](CC(=O)Nc2ccc(OC)cc2)C1=O	1.7	i
42	CC1CN(S(=O)(=O)c2ccc(C(=O)Nc3nncs3)cc2)CC(C)O1 (configuration not stated)	0.5	i
43	O=C(Nc1ccccc1)N1CCC(C(=O)N2CCN(Cc3ccccc3)CC2)CC1	1.5	i
44	O=C1[C@H]2CCC=C[C@H]2[C@H](c2cccc(Br)c2)N1Cc1ccccc1	2.7	i
45	C/C(=N\OCC(=O)OCC(=O)NCc1ccccc1)c1ccc2c(c1)OCO2	0.4	i
46	CCOc1ccccc1NC(=O)CSc1nc(=O)n(CCCN2CCOCC2)c2c1CCCC2	0.9	i
47	CC(=O)Oc1[nH]c(=O)c2cccc3c2c1CCC3	0.2	i
48	O=C(NCC(c1ccco1)N1CCc2ccccc2C1)c1ccc(F)cc1 (configuration not stated)	1.1	i
49	CC(C)c1ccc(NC(=O)CSc2nc(=O)n(CCN3CCOCC3)c3c2CCC3)cc1	0.8	i
50	O=C(CCNS(=O)(=O)c1ccc(Br)cc1)NC1CCC(O)CC1 (configuration not stated)	0.7	i
51	O=C(C1Cc2ccccc2CN1S(=O)(=O)c1ccccc1[N+](=O)[O-])N1CCOCC1 (configuration not stated)	0.9	i
52	Cn1c(=O)c2cc(NC(=O)NCCc3cccs3)ccc2n1Cc1ccccc1	1.4	i
53	CCOC(=O)N1CCN(S(=O)(=O)c2ccc(C(=O)N(CCCN(C)C)c3nc4c(C)c(C)ccc4s3)cc2)CC1	1.3	i
54	CC1(C)CC2(OC2c2ccccc2[N+](=O)[O-])C(=O)c2ccccc21 (configuration not stated)	0.5	i
55	Cc1ccc(OC(=O)CCC(=O)Oc2ccc(C)cc2C)c(C)c1	0.8	i
56	CO[C@H]1CN(C)C(=O)c2ccc(NC(=O)C3CCC3)cc2OC[C@H](C)N(Cc2ccc(F)cc2)C[C@@H]1C	1.7	i
57	C1CCN(CCC2CCCCN2)CC1 (configuration not stated)	0.8	i
58	Nc1ncnc2c1nc(Sc1ccc(Cl)cc1)n2[C@@H]1O[C@@H]2COP(=O)(O)O[C@H]2[C@H]1O	2.2	i
59	CCCC1(CCC)NC(=O)N(CC(=O)Nc2ccc(Cl)c(S(=O)(=O)N3CCOCC3)c2)C1=O	0.3	i
60	CCCCn1c(N)c(N(CCC(C)C)C(=O)c2c(C)noc2C)c(=O)[nH]c1=O	0.4	i

# Three compounds already listed, sorted by the value under Myeloid diff 2 GFP+ MAC1+ %, lowest first.
item	SMILES	Myeloid diff 2 GFP+ MAC1+ %
47	CC(=O)Oc1[nH]c(=O)c2cccc3c2c1CCC3	0.2
48	O=C(NCC(c1ccco1)N1CCc2ccccc2C1)c1ccc(F)cc1 (configuration not stated)	1.1
52	Cn1c(=O)c2cc(NC(=O)NCCc3cccs3)ccc2n1Cc1ccccc1	1.4

# Next part
No.	SMILES	Myeloid diff 2 GFP+ MAC1+ %	Myeloid diff 2
61	Fc1ccc(CCNc2ncnc3[nH]ncc23)cc1	1.6	i
62	O=C(COC(=O)c1cc(S(=O)(=O)N2CCCC2)ccc1O)Nc1ccccc1Br	0.8	i
63	CC(C)Cn1cnc2c(SCc3ccccn3)nc(N)nc21	1.8	i
64	CCN(c1ccccc1)S(=O)(=O)c1cccc(C(=O)NCC2(N(C)C)CCCCC2)c1	0.6	i
65	COc1ccc(S(=O)(=O)N2CCN(C(=O)c3cccc(S(=O)(=O)N4CCCC4)c3)CC2)cc1	0.8	i
66	Cc1cc(C)n2c(NC3CCCC3)c(-c3cccnc3)nc2n1	0.2	i
67	O=C(Cn1c(=O)cnc2ccccc21)NCC(=O)Nc1ccc(F)c(F)c1	1.3	i
68	COc1ccccc1NC(=O)CSc1nc(=O)n(CCN2CCOCC2)c2c1CCC2	0.4	i
69	O=C(CCNC(=O)c1ccccc1)NCc1ccccc1F	2.0	i
70	O=C(NCC1CCCCC1)c1cc(S(=O)(=O)N2CCCCC2)ccc1Cl	1.2	i
71	CCCCNc1c(-c2cccc(OC)c2)nc2nc(C)cc(C)n12	1.5	i
72	CC(OC(=O)Cc1n[nH]c(=O)c2ccccc12)C(=O)Nc1ccc(S(N)(=O)=O)cc1 (configuration not stated)	0.6	i
73	CCOC(=O)CNC(=O)N(C)[C@H]1C[C@H]2c3[nH]c4ccccc4c3CCN2C[C@H]1[C@H](C)O	1.1	i
74	O=C(N[C@@H]1C/C=C\C[C@@H](CC(=O)N(CCO)Cc2ccccc2)C(=O)N[C@@H](c2ccccc2)COC1=O)OCC1c2ccccc2-c2ccccc21	3.4	i
75	CC(C)(C)c1ccc(CC(=O)N2CCC2(C)C(=O)Nc2ccc3[nH]ncc3c2)cc1 (configuration not stated)	0.5	i
76	CCOC(=O)C1CCCN(C(=O)c2cc(C#N)cs2)CC1 (configuration not stated)	0.8	i
77	CC(=O)Nc1cccc(NC(=O)CSc2nc(=O)n3cccc(C)c3n2)c1	0.6	i
78	CC(C)N(C(=O)COC(=O)c1cccnc1Cl)c1ccccc1	1.6	i
79	Cc1ccc(CN2C(=O)CSCC2(C)C(=O)Nc2c(C)cccc2C)cc1 (configuration not stated)	2.9	i
80	CCCCn1c(N)c(N(CCOC)C(=O)CSCC(=O)Nc2cccc(C)c2)c(=O)[nH]c1=O	1.5	i
81	COC(=O)c1ccccc1S(=O)(=O)NNC(=O)c1nn(C)c(=O)c2ccccc12	1.0	i
82	NC(=O)COC(=O)c1ccccc1SCC(=O)NC1CCCCCCC1	0.3	i
83	CC(C)[C@H](NS(=O)(=O)c1cccc(Cl)c1)C(=O)OCC(=O)NC(=O)CN1CCCC1=O	0.9	i
84	CCc1cc(=O)[nH]c(SCC(=O)NCc2ccc3c(c2)OCO3)n1	0.9	i
85	O=C(NCC1COc2ccccc2O1)c1cc(S(=O)(=O)N2CCOCC2)c(Cl)cc1Cl (configuration not stated)	0.6	i
86	CCCCn1c(N)c(N(CC(C)C)C(=O)CCNC(=O)c2ccc([N+](=O)[O-])cc2)c(=O)[nH]c1=O	0.7	i
87	CC(C)Oc1cc(F)ccc1-c1cc(C(=O)Nc2cccc(Cl)c2)[nH]n1	0.4	i
88	O=C(CSc1ccc(S(=O)(=O)N2CCCC2)cn1)Nc1ccc([N+](=O)[O-])cc1C(F)(F)F	1.8	i
89	O=C(COc1ccc(S(=O)(=O)N2CCCC2)cc1[N+](=O)[O-])N1CCCC1	1.0	i
90	CC12CCC(=O)N1C(C(=O)OCC(=O)Nc1ccc(C(F)(F)F)cc1)CS2 (configuration not stated)	0.4	i
91	COc1cc2cc(CCCOC(=O)c3ccc(C#N)cc3)oc(=O)c2cc1OC	1.8	i
92	COc1ccc(C)cc1NC(=O)c1nc2nc(C)cc(C)n2n1	1.1	i
93	CC1(c2nnc(-c3ccccc3)o2)CC(c2ccc([N+](=O)[O-])cc2)=NO1 (configuration not stated)	1.0	i
94	Oc1ccc(C=NN=C2c3ccccc3-c3ccccc32)c(O)c1	1.7	i
95	CC(C)Oc1cccc(NC(=O)C2(C)CCCN2C(=O)C(C)C)c1 (configuration not stated)	2.1	i
96	O=C(COC(=O)C1CCN(S(=O)(=O)c2ccc3c(c2)OCCO3)CC1)NC1CCCCC1	0.9	i
97	CCOC(=O)C1(C)CCCCCN1C(=O)c1ccc(OC)cc1 (configuration not stated)	1.0	i
98	COc1ccc(C2(c3ccc(OC)cc3)NC(=O)N(CC(=O)NC3CCCC3)C2=O)cc1	0.5	i
99	C[C@@H]1CN([C@@H](C)CO)C(=O)c2cc(N(C)C)ccc2O[C@@H]1CN(C)S(C)(=O)=O	0.9	i
100	Cc1ccc(SCC(=O)NCC2COc3ccccc3O2)cc1 (configuration not stated)	0.5	i
101	O=S(=O)(/N=C(/Nc1cccnc1Cl)c1ccccc1)c1ccccc1	0.5	i
102	CCC1CCc2sc(C(=O)NNC(=S)NCC3CCCO3)cc2C1 (configuration not stated)	0.7	i
103	O=C(c1ccc(S(=O)(=O)Nc2ccccc2F)cc1)N1CCC1	1.0	i
104	COc1cccc(NS(=O)(=O)c2cc3c4c(c2)CCC(=O)N4CCC3)c1	0.8	i
105	C=CCOC(=O)c1ccccc1C(=O)OCC=C	2.3	i
106	Cn1cccc1C(=O)Nc1ccc(N2CCOCC2)cc1	0.4	i
107	Cc1cccc(NC(=O)CCC(=O)N2CCOCC2)n1	0.4	i
108	O=C(Nc1ccc(F)c(Cl)c1)c1cc(C2CCCN(S(=O)(=O)c3cccs3)C2)on1 (configuration not stated)	1.0	i

# A portion of the library, so the mix of outcomes need not match the whole.
